Source: PubChem BioAssay (National Center for Advancing Translational Sciences (NCATS))
JMJD2A Tudor inh: JMJD2A Tudor domain (human) inhibition; O75164; AlphaScreen JMJD2A-Tudor / H3K4me3 peptide binding; Potency, µM (titrated, usually from 114 µM), without a hit: at the highest dose activity change, negative = inhibition, hits mostly inhibitors; 390,000 compounds, 4.4% hits; AID 504339; note: % is set by controls: 0 for no effect and ±100 for the full control effect; nearly all actives have a fitted effect of over 50% in size
POLI inh: blocks human DNA polymerase iota activity; Q9UNA4; Pol iota fluorescent replication assay, 10 min; Potency, µM (highest dose often 115 µM), for inactives: at the highest dose activity, negative = inhibition, hits mostly inhibitors; 390,000 compounds, 1% hits; AID 588590
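Fluorescent replication assay read twice, at 0 min and 10 min after adding 50 nM (final) substrate. Enzyme (10 nM) and compounds were first incubated 15 min at room temperature; enzyme-free buffer wells were negative controls.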
BAZ2B inh: BAZ2B (human) inhibition. Q9UIF8. AlphaScreen BAZ2B-H3K14Ac peptide displacement. Potency, µM (highest dose often 114 µM), without a hit: at the top dose activity change, negative = inhibition, hits mostly inhibitors. 360,000 compounds, 4.4% hits. AID 504333; note: % is set by controls: 0 for no effect and ±100 for the full control effect; nearly all actives have a fitted effect of over 60% in size
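Multi-concentration screen (max 110 uM) measuring displacement of acetylated histone H3 peptide from BAZ2B by AlphaScreen, using 50 nM protein, 50 nM peptide and 10 ug/mL streptavidin donor plus Ni-chelate acceptor beads.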
BLM inh: Bloom syndrome helicase (human) inhibition; P54132; recombinant BLM DNA unwinding, fluorescence dequenching; Potency, µM (series often up to 56.1 µM), inactives show at the highest dose activity change, negative = inhibition, hits mostly inhibitors; 350,000 compounds, 0.2% hits;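 note: plate controls were vehicle for no effect and no enzyme for full effect; nearly all actives have a fitted effect of over 35% in size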
GLS inh: inhibitors of human glutaminase (GLS); GLS enzymatic activity, qHTS titration; Potency, µM (highest dose often 45.5 µM), for the others: top-dose activity change, negative = inhibition, actives largely listed as inhibitors; 410,000 compounds, 0.21% hits; note: % is set by controls: 0 for no effect and ±100 for the full control effect
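Two-point fluorescence kinetic (t0, 30 min RT) for hKGA; glutamate detected via glutamate oxidase–HRP–Amplex Red. Substrate: 1 mM L-glutamine solution; buffer 45 mM KH2PO4, pH 8.2.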
Pin1 inhibitor: human Pin1 inhibition; Q13526; Pin1 FP peptide displacement, HiFluor488, 10 min; Potency, µM (doses to about 115 µM), for the others: at the highest dose activity, negative = inhibition, hits mostly inhibitors; 390,000 compounds, 0.009% hits; AID 504891; active = well fitted inhibition curve with a large enough effect in the polarisation, with a control signal flat, not every such curve was filed as active; inconclusive = small, poorly fitted or top-dose-only effect, or effect the other way, or a change in a side signal; inactive = no such curve, though single readings can be large or run the other way; the % refers to the polarisation; note: % is set by controls: 0 for no effect and ±100 for the full control effect
PGK inhibitor: T. brucei PGK inhibition | P07378 | PGK/GAPDH coupled, Kinase-Glo luminescence, 60 min | Potency, µM (highest dose often 57.5 µM), without a hit: at the top dose activity change, negative = inhibition, most hits filed as inhibitors | 380,000 compounds, 0.043% hits | AID 602233; note: % is set by controls: 0 for no effect and ±100 for the full control effect; nearly all actives have a fitted effect of over 60% in size
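Luminescent ATP detection (Kinase-Glo Plus) follows a 60-minute room-temperature incubation, with wells lacking PGK as controls. Buffer: 100 mM TEA (pH 7.6), 5 mM MgCl2, 0.01% Tween-20. Coupling enzyme GAPDH (100 nM final) supplies unstable 1,3-BPG in-well.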
G9a inh: G9a (human) methyltransferase inhibition. G9a H3K9 monomethylation, AlphaScreen, 2 h. Potency, µM (titrated, usually from 102 µM), for the others: at the top dose activity, negative = inhibition, actives largely listed as inhibitors. Q96KQ7. 350,000 compounds, 8.8% hits; note: % is set by controls: 0 for no effect and ±100 for the full control effect; nearly all actives have a fitted effect of over 75% in size
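Compounds were preincubated with 20 nM G9a for 15 min, after which biotinylated H3K9 peptide (500 nM) and SAM (20 uM) started a 2 h room-temperature reaction. Monomethylated product was quantified by antibody-based AlphaScreen chemiluminescence.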
HP1b binding inh: blocks HP1-beta chromodomain binding to methylated histone tails; P83916; AlphaScreen HP1-beta / biotin-H3K9me3 peptide binding; Potency, µM (titrated, usually from 114 µM), without a hit: at the top dose activity change, negative = inhibition, most hits filed as inhibitors; 390,000 compounds, 0.56% hits; note: nearly all actives have a fitted effect of over 70% in size; inactives centre near 23
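Compound inhibition of the preformed complex between 50 nM HP1-beta and 50 nM biotinylated H3K9me3 peptide was read by AlphaScreen. Buffer was PBS pH 7.4 with 0.01% Tween-20. Incubations ran 30 min at room temperature, with 10 ug/mL donor/acceptor beads.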
* = called active by the depositor; i = inactive; ? = inconclusive; / = no result given; & = joins results of further samples; [ ] = dose if it differs, or a comment. Unless noted, calls come from the whole dose curve; as a rule, active = well fitted curve in the direction sought with a large enough effect; inconclusive = small, poorly fitted or top-dose-only effect, or another doubt; inactive = no such curve, though single readings can be large; an effect the other way counts as inactive or inconclusive. Potency is the fitted concentration of half-maximal effect.

No.	Compound	BLM inh	G9a inh	BAZ2B inh	GLS inh	PGK inhibitor	Pin1 inhibitor	JMJD2A Tudor inh	POLI inh	HP1b binding inh
1	CC(=O)Nc1ccc(S(=O)(=O)Nc2nc3ccccc3nc2Nc2ccc(N)cc2)cc1	-15%	?	?	10%	-5%	?	-30%	?	12%
2	CC1CCCCC1NC(=O)CSc1nnc(CNC(=O)c2ccccc2)n1C (stereo not given)	0%	/	1%	-1%	-4%	-1%	-4%	4%	15%
3	Cn1c(=O)cc(SCC(=O)N2CCN(C(=O)c3ccco3)CC2)c2ccccc21	3%	14%[59 µM]	33%[activator]	0%	-3%	2%	-18%[57.1 µM]	21%	31%
4	C/C(=N\NC(=O)c1cc(-c2cccnc2)nc2ccccc12)c1ccc(O)cc1O	5%	0%[59 µM]	-1%	33%[activator]	-3%	24%	-11%	6%	16%
5	CCC(C)(C)n1nnnc1C(c1cc2ccc(C)cc2[nH]c1=O)N(Cc1cccnc1)Cc1ccco1 (stereo not given)	-15%	50µM*	?	2%	-9%	-2%	?	-7%	-8%
6	COCCN1C(=O)Cc2c1nc(N)c1c(N)nc(N3CCN(c4ccc(F)cc4)CC3)c(C#N)c21	-10%	35µM*	-34%	-18%	-10%	1%	-32%	?	5%
7	C/C(=N/Nc1ccccc1C(=O)O)c1cccs1	3%	?	?	13µM*	2%	-4%	-29%	-17%	8%
8	O=C(CNC(=O)c1ccc(Br)o1)NCc1ccc(Cl)cc1	-1%	47%	-17%	8%	8%	8%	-1%	15%	27%
9	COc1ccc(NC(=O)[C@@H]2CCCN2C(=O)[C@@H]2Cc3ccccc3CN2C(=O)OC(C)(C)C)cc1	1%	24%	9%	-3%	-6%	-9%	-20%	37%	23%
10	CCCCCNC(=O)c1ccc(NS(=O)(=O)c2ccc3[nH]c(=O)[nH]c3c2)cc1	-12%	32µM*	-28%	0%	-7%	4%	?	-19%	7%
11	O=C(C[n+]1ccccc1)Nc1ccccc1C(=O)O	1%	11%	10%	0%	-4%	1%	-2%	27%	44%[activator]
12	CCn1cc(C(=O)N[C@@H](CCSC)C(=O)NCCCOC)c(=O)c2cc3c(cc21)OCO3	-1%	16%[0.501 µM]	-6%	-8%	i	-5%	-5%	20%	56%[activator]
13	COc1ccccc1N1CCN(C(=O)c2cc(C)oc2C)CC1	0%	-7%	-4%	-13%	-6%	-2%	-13%	2%	8%
14	CC(C)c1ccccc1NC(=O)CN1C(=O)c2ccccc2C1=O	1%	14%	-8%	4%	-9%	5%	-17%	33%	69%[activator]
15	O=C(Cc1ccc(F)cc1)Nc1nnc(-c2ccc(F)cc2)o1	-4%	70%[activator][59 µM]	?	4%	3%	1%	-28%	22%	54%[activator]
16	Cc1cc(-c2ccc(C(C)C)c(S(=O)(=O)N3CC(=O)Nc4ccccc43)c2)on1	-10%	7%	-15%[57.1 µM]	-6%	1%	-4%	-18%	?	23%
17	CCCCC1=CC2=C(c3ccco3)C(=O)C(C)(OC(=O)c3ccc(OC)cc3)C(=O)C2=CN1CCN1CCOCC1 (stereo not given)	-17%[12.4 µM]	-26%[59 µM]	-38%	0%	-5%	?	?	41%	-18%
18	O=C(Nc1cccc(C(F)(F)F)c1)c1noc2c1CCc1ccccc1-2	-6%	31%[59 µM]	41%[activator]	-2%	-1%	6%	10%	0%	49%[activator]
19	O=C(Cn1cnc2ccccc2c1=O)c1ccc2ccccc2c1	-7%	7%[59 µM]	-2%	6%	-2%	3%	-26%	0%	11%
20	CCc1ccc2nc(N(CCN(CC)CC)C(=O)c3cccs3)sc2c1	5%	-30%[59 µM]	-8%	13%	i	0%	-26%	-9%	43%[activator]
21	COc1ccc(NC(=O)c2nc(C)c(C3(C)CC(c4cccnc4)=NO3)s2)cc1 (stereo not given)	-6%	-9%[59 µM]	-10%	-3%	1%	?	-21%	28%	23%
22	Cc1ccc(C)c(OCC(=O)N(Cc2nnc(-c3ccccc3Cl)o2)C2CC2)c1	/	?	-1%	-6%	-4%	-6%	0%	33%[activator]	40%[activator]
23	CN(C1CCCCC1)S(=O)(=O)c1cccc2nsnc12	0%	-6%	-18%	1%	2%	10%	-5%	28%	18%
24	C#CCOCCOCCOCCNc1nc(N2CCN(C(=O)CCCCCCCCCCNC(=O)Cn3cc(CCCCCN)nn3)CC2)nc(N2CCN(C(=O)CCCCCCCCCCNC(=O)[C@H]([C@@H](C)CC)n3cc(CCCCCN)nn3)CC2)n1	/	-49%[2.33 µM]	?	?	1%	10%	79µM*	?	?
25	CCN(CC)c1ccc(C(=C2C=CC(=[N+](CC)CC)C=C2)c2ccc(N(CC)CC)cc2)cc1	/	/	/	-7%	?	1%	1.3µM*	2%	2.8µM*
26	CCOc1ccccc1-c1cc(-c2ccccc2)nc2c1c(=O)n(C)c(=O)n2C	-5%	-17%	0%	6%	-8%	-9%	-3%	15%	27%
27	Cc1cc(C(=O)COC(=O)/C=C/c2ccc(F)cc2)c(C)n1C	/	20%[12.7 µM]	?	-1%	-7%	-4%	-35%	-10%	13%
28	OC(CCN1CCCCC1)c1ccc(-c2ccccc2)cc1 (stereo not given)	-5%	4%	-2%	?	-3%	-6%	-8%	22%	13%
29	O/N=C(/Cc1ccccn1)c1ccccc1	-1%	-32%	3%	-1%	-3%	-4%	-10%	2%	24%
30	O=C(O)CC/C(=C\c1ccccc1[N+](=O)[O-])c1nc2ccccc2s1	1%	-42%	-22%	3%	-3%	-10%	-8%	96%[activator]	48%[activator]

Part of the list above, with one line to a screen.
22: Cc1ccc(C)c(OCC(=O)N(Cc2nnc(-c3ccccc3Cl)o2)C2CC2)c1
23: CN(C1CCCCC1)S(=O)(=O)c1cccc2nsnc12
assay / compound	22	23
BLM inh	/	0%
G9a inh	?	-6%
BAZ2B inh	-1%	-18%
GLS inh	-6%	1%
PGK inhibitor	-4%	2%
Pin1 inhibitor	-6%	10%
JMJD2A Tudor inh	0%	-5%
POLI inh	33%[activator]	28%
HP1b binding inh	40%[activator]	18%

Remaining list, next part.
No.	Compound	BLM inh	G9a inh	BAZ2B inh	GLS inh	PGK inhibitor	Pin1 inhibitor	JMJD2A Tudor inh	POLI inh	HP1b binding inh
31	CCOC(=O)C1(Cc2cccc(F)c2)CCN(C(=O)C2CCC2)CC1	-6%	/	-13%	-7%	-2%	2%	-14%	5%	44%[activator]
32	CCCOc1ccc(NCC(=O)Nc2ccc(C)cc2C)cc1	-13%	8.9µM*	?	0%	2%	-3%	?	16%	-24%
33	Cc1cc(-c2[nH]nc3c2C(c2ccsc2)C(C#N)=C(N)O3)c(C)s1 (stereo not given)	-15%	-4%[12.7 µM]	3%	3%	-10%	-4%	-25%	?	9%
34	CCCC[n+]1c(C)sc2cc(OC)ccc21	-6%	?	-36%	6%	3%	6%	16µM*	?	50%[activator]
35	Cc1ccccc1C(=O)N/N=C/c1ccc(Sc2ccccn2)o1	-1%	5%[59 µM]	5%	-1%	1%	2%	-12%	23%	12%
36	CCOC(=O)c1sc2ccccc2c1S(=O)(=O)N1CCN(c2cccc(C)c2)C(C)C1 (stereo not given)	-7%	0%[59 µM]	?	2%	8%	3%	-21%	24%	27%
37	CC(C)NC(=O)C1CCCN(c2ncnc3onc(-c4ccc(F)cc4)c23)C1 (stereo not given)	-1%	0%[59 µM]	9%[57.1 µM]	1%	3%	-10%	-12%	-18%	13%
38	CC1(C)OC(=O)C2(Cc3cc([N+](=O)[O-])ccc3N3CCCCCC32)C(=O)O1 (stereo not given)	/	/	/	/	/	19%	-21%	23%	27%
39	NC(=O)CC(NC(=O)c1ccccc1)c1ccc(N2CCc3ccccc3C2)c([N+](=O)[O-])c1 (stereo not given)	-1%	/	?	1%	i	-16%	?	15%	25%
40	Cc1cc(C)cc(C(=O)N2CC(=O)Nc3ccc(Br)cc3C2c2ccccc2)c1 (stereo not given)	-9%	-11%[59 µM]	-13%	8%	0%	0%	-26%	-18%	7%
41	C[C@]1(C(=O)NCc2cc(F)cc(C(F)(F)F)c2)C=C[C@@H](Cc2ccccc2)N1C(=O)c1ccccc1	-10%&-14%	-12%	-5%	2%	-6%	?	-22%	?	15%
42	Cc1ccccc1OCC(=O)N/N=C/c1ccco1	-4%	5%[0.501 µM]	?	3%	-2%	5%	-7%	16%	10%
43	O=C(Nc1ccccc1O)c1ccc2c(c1)C(=O)N(N1C(=O)c3ccccc3C1=O)C2=O	-9%	/	-13%	-9%	-9%	-7%	-11%	7%	19%
44	O=C(NCc1ccccc1C(F)(F)F)C1CC(c2cc(C(F)(F)F)cc(C(F)(F)F)c2)=NO1 (stereo not given)	-15%	21%[12.7 µM]	16%	-1%	i	104%[activator]	-6%	5%	35%
45	Cc1nnc(SC(C)C(=O)Nc2ccc3c(c2)OCCO3)s1 (stereo not given)	-8%	?	-5%	-4%	-11%	-2%	-18%	35%[activator]	26%
46	Cc1ccc(S(=O)(=O)n2cnc3cc([N+](=O)[O-])ccc32)c(C)c1	-10%	?	-1%	-1%	-1%	-1%	?	-18%	32%
47	CCOC(=O)CNS(=O)(=O)c1cc(-c2n[nH]c(=O)c3ccccc23)ccc1C	0%	11%	-1%	-5%	0%	-4%	0%	80%[activator]	23%
48	COc1ccccc1-n1c(=S)[nH]c2c(sc(=S)n2-c2ccccc2C)c1=O	-5%	?	-24%	13%	-8%	15%	79µM*	-32%	?
49	Cc1nc2sc3c(c2c(=N)n1N)CC(C)(C)OC3	-9%	?	-2%	-3%	3%	-6%	-29%	2%	23%
50	O=C1COc2ccc(C(=O)c3ccccc3C(=O)NCc3ccco3)cc2N1	0%	?	-6%	2%	0%	4%	-24%	2%	8%
51	COC(=O)CCSc1cc([N+](=O)[O-])cc2c1c(C1OCCS1)nn2-c1ccccc1 (stereo not given)	-7%	-7%	-39%	-1%	-10%	?	-35%	8%	-18%
52	COCCNC(=S)N1CCN(S(C)(=O)=O)CC1	2%	8%	-4%	1%	i	2%	-9%	60%[activator]	20%

With a hit mark in GLS inh, of those listed so far:
No.	Compound	BLM inh	G9a inh	BAZ2B inh	GLS inh	PGK inhibitor	Pin1 inhibitor	JMJD2A Tudor inh	POLI inh	HP1b binding inh
7	C/C(=N/Nc1ccccc1C(=O)O)c1cccs1	3%	?	?	13µM*	2%	-4%	-29%	-17%	8%

Only part of the results is shown; the hit share may differ from the screen's.
